Screening data as filed in PubChem BioAssay.
MsrA inhibitor = inhibits bovine methionine sulfoxide reductase A. 360,000 tested, 0.75% active. purified bovine MsrA, absorbance read-out. inhibition, % at 15.5 µM; in the data active = inhibition above about 4.5%;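 note: 0% = vehicle wells with enzyme and 100% = reference inhibitor wells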
NRP1-CendR mod = modulators of CendR peptide binding to human neuropilin-1. FAM-RPARPAR peptide binding to NRP-1, fluorescence polarization. AID 602438. O14786. inhibition, % at 25 µM. 360,000 tested, 0.85% active;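 active = inhibition or corrected inhibition above about 18%, plus a signal ratio from 0.5 to 1.5, limit read from the data, passing the limit was not always enough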; note: strong numbers were not always called active
Target sequence (O14786 whole entry, looked up): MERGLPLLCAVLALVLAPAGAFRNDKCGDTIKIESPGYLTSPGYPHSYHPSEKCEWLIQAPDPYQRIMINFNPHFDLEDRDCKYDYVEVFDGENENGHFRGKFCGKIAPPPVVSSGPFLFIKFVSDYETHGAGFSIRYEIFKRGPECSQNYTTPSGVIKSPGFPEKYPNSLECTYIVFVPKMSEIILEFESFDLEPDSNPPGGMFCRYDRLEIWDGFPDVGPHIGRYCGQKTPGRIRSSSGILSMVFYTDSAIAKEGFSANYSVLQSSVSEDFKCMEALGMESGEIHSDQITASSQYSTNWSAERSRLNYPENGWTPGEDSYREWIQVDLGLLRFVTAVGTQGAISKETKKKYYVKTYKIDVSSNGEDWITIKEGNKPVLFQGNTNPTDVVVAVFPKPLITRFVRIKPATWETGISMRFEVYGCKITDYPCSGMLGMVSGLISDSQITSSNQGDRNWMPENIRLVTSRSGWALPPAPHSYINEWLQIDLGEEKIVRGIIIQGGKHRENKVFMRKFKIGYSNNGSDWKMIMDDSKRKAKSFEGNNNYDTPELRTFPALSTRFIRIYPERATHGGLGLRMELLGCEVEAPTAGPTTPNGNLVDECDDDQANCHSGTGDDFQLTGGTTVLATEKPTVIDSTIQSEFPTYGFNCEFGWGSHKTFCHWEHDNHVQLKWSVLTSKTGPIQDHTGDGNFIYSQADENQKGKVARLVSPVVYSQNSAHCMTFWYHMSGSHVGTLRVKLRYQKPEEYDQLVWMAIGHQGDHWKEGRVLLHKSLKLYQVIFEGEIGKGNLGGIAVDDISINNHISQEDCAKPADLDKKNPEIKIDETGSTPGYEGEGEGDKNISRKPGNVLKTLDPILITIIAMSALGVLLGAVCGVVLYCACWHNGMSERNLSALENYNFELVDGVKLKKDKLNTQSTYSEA
SKN-1 inh = inhibitors of C. elegans SKN-1; C. elegans VP596 Pgst-4::GFP/RFP ratio, acrylamide-induced, 24 h; 360,000 tested, 0.49% active; inhibition, % at 21.8 µM;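 active = interference check ratio from 0.5 to 1.5 plus GFP to RFP signal ratio inhibition reaching or exceeding a fixed threshold, cut at about 30% in these data, passing the limit was not always enough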; note: some compounds called inactive have numbers as strong as hits
FAS TE block = inhibitors of human fatty acid synthase thioesterase domain; AID 602261; recombinant FAS-TE, OMFH fluorogenic substrate, fluorescence endpoint; inhibition, % at 15 µM; 360,000 tested, 0.67% active; P49327;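 active = compounds whose normalised, plate-corrected inhibition of enzyme fluorescence in the single-dose primary screen is 50% or more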;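 note: 0% = DMSO with enzyme and 100% = substrate without enzyme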
E coli Lon inh = inhibitors of E. coli Lon protease; P0A9M0; 360,000 tested, 0.42% active; inhibition, % at 7.94 µM; purified E. coli Lon protease, fluorescence polarization; in the data active = inhibition above about 13%, passing the limit was not always enough;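 note: 0% = enzyme with probe and DMSO and 100% = no enzyme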
MsrA act = activators of bovine methionine sulfoxide reductase A; purified bovine MsrA, absorbance read-out; activation, % at 10.6 µM; 360,000 tested, 0.3% active; AID 602163; in the data active = activation above about 7.5%;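 note: 0% = vehicle and 100% = reference activator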
Neddyl block = blocks human cullin neddylation | P61081+Q13564 | 360,000 tested, 0.58% active | AID 651699 | calls only at 25 µM | TR-FRET cullin neddylation, biochemical; in the data active = inhibition above about 36%
MT1-MMP act inh = MT1-MMP (human) activation inhibition; P50281; HT1080 RFP-PRO-GFP cells, GFP/RFP ratio fluorescence, overnight; percent of plate control window, DMSO zero; GFP/RFP ratio change, % at 20 µM; 360,000 tested, 0.061% active;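 active = GFP/RFP ratio change of at least 30% with cell ATP level not reduced by more than half and red fluorescence within 50% of control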; note: strong numbers were not always called active
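Material: RFP-PRO-GFP reporter HT1080 cells. Dosing: single-point 20 µM compound, 1% DMSO. Controls: DMSO and RFP-L50D-GFP cell wells. Timing: cells overnight before dosing, compound overnight, 37 °C, 5% CO2. Measure: GFP/RFP fluorescence ratio.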
Rin1 Abl inh = inhibitors of human Rin1-Abl protein interaction; inhibition, % at 7.35 µM; TR-FRET Rin1/Abl binding, biochemical; 360,000 tested, 0.4% active; P00519+Q13671; in the data active = inhibition above about 5%, passing the limit was not always enough
Active calls of the source: *; i = inactive; · = no result given.

Below each compound: MsrA inhibitor, NRP1-CendR mod, SKN-1 inh, FAS TE block, E coli Lon inh, MsrA act, Neddyl block, MT1-MMP act inh, Rin1 Abl inh
> COc1ccc(CNC(=O)C2=CCN(S(=O)(=O)c3ccc(C)cc3)CC2)cc1
 : -0.1, -11.2, 4.3, -3.6, -1.4, -0.4, i, 2.2, 3.1
> CCCc1cc(=O)[nH]c(SCC(=O)Nc2ccc(OCc3ccccc3)cc2)n1
 : 1.7, 6.6, -6.5, -13.3, -13.0, -3.4, i, 1.3, 1.3
> COc1cc2c(CCNC(C)=O)c[nH]c2cc1O
 : 1.4, -0.3, 5.0, -1.8, -2.2, -2.4, i, 7.3, -2.2
> CC(=O)C[C@H](O)CC(=O)[C@@H]1OC(=O)CCCCCCCCc2ccccc21
 : 0.1, 8.9, -10.6, -0.1, -1.9, -2.1, i, -3.8, -1.3
> CCOC(=O)c1c(NC(=O)CSc2ncnc3ccccc23)sc(C)c1C
 : -0.3, -25.4, 5.9, 9.4, -1.5, -2.0, i, -12.0, 0.7
> CCCC(C)NC(=O)CN(c1ccc2c(c1)OCCO2)S(=O)(=O)c1ccccc1 (stereo not drawn)
 : 1.6, -0.4, 10.3, 2.3, 8.4, -1.0, i, -7.8, 0.6
> CC(C)C(=O)N1CCN(c2ccccc2NC(=O)c2ccc(C#N)cc2F)CC1
 : 1.7, -14.7, 4.9, 11.7, -7.7, -2.8, i, -7.1, -0.3
> Cc1cc2ccc(C)c(C)c2nc1SCC#N
 : 0.2, 2.7, 6.1, 18.0, -8.4, -13.4, i, -4.6, 3.6
> CC1=C(C)CC(C(=O)NC2CCN(C(C)C)CC2)C(C(=O)O)C1 (stereo not drawn)
 : 0.2, -5.5, -4.7, -4.1, 4.3, -6.8, i, 2.5, 5.0
> CCCOC(=O)C1=C(C)NC(=O)NC1c1cc2c(cc1Br)OCO2 (stereo not drawn)
 : 0.6, 14.3, 4.1, -0.5, -0.7, -0.6, i, 2.9, 1.3
> CCOc1ccc(C(=S)N2CCN(C)CC2)cc1
 : -1.3, 5.9, 7.1, -13.4, -7.8, -2.4, i, 2.2, -0.3
> Cc1ccc(NC(=O)c2c(F)cccc2Cl)cc1NS(C)(=O)=O
 : 0.3, -11.7, -0.6, -9.4, -5.1, -0.9, i, 3.4, -2.4
> COc1ccc(C(=O)Oc2c(C)occc2=O)cc1OC
 : 0.1, -2.1, -7.6, -5.1, -4.4, -0.6, i, -0.2, -4.2
> OC1(c2ccccc2)C/C(=N\n2cnnc2)C=C1c1ccccc1 (stereo not drawn)
 : 0.5, 1.4, 13.2, -3.4, -0.9, -2.2, i, 6.6, -1.4
> O=C(c1cccc(-c2nnc(-c3ccccc3)o2)c1)N1CCCCCC1
 : -0.2, -1.0, -5.2, -3.4, 0.4, -10.4, i, 2.9, -0.6
> CC(C)CCNC(=O)NC(=O)COc1ncnc2sccc12
 : -0.2, -8.1, -8.2, -1.4, -6.4, -13.6, i, -3.3, -0.7
> Cc1ccc(-c2nnn(CCC(=O)N3CCCCC3C)n2)cc1 (stereo not drawn)
 : 1.9, 0.7, 8.1, -7.1, -14.2, -8.1, i, 0.2, 1.1
> CCCC(CCC(=O)Nc1ccc(S(N)(=O)=O)cc1)C(=O)O (stereo not drawn)
 : -0.3, -9.4, -2.7, -0.5, -1.6, 3.6, i, 7.7, -2.7
> CCOc1ccc(CN2C(=O)CCC2(C)C(=O)NCc2cccnc2)cc1 (stereo not drawn)
 : 0.7, 0.3, 13.9, -4.5, 4.0, -1.0, i, 3.3, -0.1
> C=CCn1c(SCC(N)=O)nnc1-c1cc(Br)ccc1O
 : 0.5, -6.7, -14.8, -4.8, 0.0, -0.7, i, -1.6, -2.2
> CCCc1cc(C(=O)Nc2nccs2)cs1
 : 0.8, -9.3, 33.2*, -5.3, 4.8, -4.8, i, 8.9, -4.1
> CC(c1ccccn1)N(CCN(C)C)C(=S)Nc1ccccc1F (stereo not drawn)
 : 0.6, -2.9, 20.3, -7.4, 3.2, 0.0, i, -1.5, -2.5
> N#Cc1c(NC(=O)CSc2nnc(-c3ccccc3)o2)sc2c1CCCC2
 : ·, -8.5, -9.2, -1.4, 4.3, -10.5, i, -0.8, -3.0
> CCCC12CN3CC(CCC)(CN(C1)C3c1ccco1)C2=O (stereo not drawn)
 : 0.5, 4.5, -3.1, -3.1, 3.2, -1.1, i, 0.0, -2.2
> CCc1ccc(/C=C2/Sc3ccccc3N(CC(=O)NCCCN3CCOCC3)C2=O)cc1
 : 3.3, -4.7, 10.2, -0.2, 13.8, -1.3, i, 5.1, -1.3
> COc1ccc(NC(=O)CN2C(=O)C(C)SC(C)C2=O)c(OC)c1 (stereo not drawn)
 : 0.0, 9.1, 5.3, -9.5, 1.8, 1.6, i, 1.2, 0.4
> Cc1ccc(C2=NNC(=Nc3ccc(F)cc3)SC2)cc1
 : 1.3, -3.3, 7.9, -142.0, 2.4, -3.2, i, -3.3, -3.1
> Cc1ccc(-c2n[nH]c(=S)n2/N=C/c2ccncc2)cc1
 : 1.4, 3.4, 7.9, -2.7, -1.2, 0.1, i, -21.3, 5.0
> N#Cc1cccc(OC(=O)C2CCN(C(=O)c3ccc(F)cc3)CC2)c1
 : 0.3, -0.2, 14.1, 1.7, -4.3, -1.3, i, -2.4, -0.5
> Cc1nc(-c2ccc([N+](=O)[O-])cc2)nc2[nH]ccc(=O)c12
 : -0.7, 4.4, 8.2, 2.7, -1.3, -1.1, i, 1.1, 0.5

Three of the compounds above, with each value named:
> CCOC(=O)c1c(NC(=O)CSc2ncnc3ccccc23)sc(C)c1C
  MsrA inhibitor = -0.3
  NRP1-CendR mod = -25.4
  SKN-1 inh = 5.9
  FAS TE block = 9.4
  E coli Lon inh = -1.5
  MsrA act = -2.0
  Neddyl block = i
  MT1-MMP act inh = -12.0
  Rin1 Abl inh = 0.7

> N#Cc1cccc(OC(=O)C2CCN(C(=O)c3ccc(F)cc3)CC2)c1
  MsrA inhibitor = 0.3
  NRP1-CendR mod = -0.2
  SKN-1 inh = 14.1
  FAS TE block = 1.7
  E coli Lon inh = -4.3
  MsrA act = -1.3
  Neddyl block = i
  MT1-MMP act inh = -2.4
  Rin1 Abl inh = -0.5

> CC(c1ccccn1)N(CCN(C)C)C(=S)Nc1ccccc1F (stereo not drawn)
  MsrA inhibitor = 0.6
  NRP1-CendR mod = -2.9
  SKN-1 inh = 20.3
  FAS TE block = -7.4
  E coli Lon inh = 3.2
  MsrA act = 0.0
  Neddyl block = i
  MT1-MMP act inh = -1.5
  Rin1 Abl inh = -2.5

Additional structures
Below each compound: MsrA inhibitor, NRP1-CendR mod, SKN-1 inh, FAS TE block, E coli Lon inh, MsrA act, Neddyl block, MT1-MMP act inh, Rin1 Abl inh
> O=C(Nc1cccc(O)c1)c1cccc(C(=O)Nc2cccc(O)c2)c1
 : 1.6, 4.8, -8.2, -0.4, -4.0, -3.7, i, 2.5, 0.4
> COc1ccc(NC(=O)COC(=O)c2cc(C)oc2C)c([N+](=O)[O-])c1
 : 0.0, 15.1, 10.2, -3.9, 4.0, -2.4, i, 9.3, -0.7
> COc1ccc(/C=N/N=C2\SC(CC(=O)O)C(=O)N2c2ccccc2)c(OC)c1 (stereo not drawn)
 : 4.7*, -13.3, 5.8, -2.4, -2.2, -6.2, i, 2.6, 3.0
> COC(=O)c1c(NC(=O)COC(=O)CNC(=O)c2ccco2)sc(C)c1C
 : 0.4, -1.8, 8.2, -3.8, -6.1, -4.8, i, 0.9, -2.6
> CCCOc1ccc(C(=O)NCC(C)(C)N2CCOCC2)cc1
 : -1.8, 4.6, -10.7, -4.8, 1.1, -2.6, i, 1.9, -1.0
> N=c1c2c3c(sc2nc2n1CCCCC2)CCCCC3
 : -0.5, 7.0, 19.4, -4.4, -3.5, 0.1, i, 3.1, 0.9
> CCc1cccc(C)c1NC(=O)c1cc(C)oc1C
 : ·, -27.8, 9.9, -7.9, 5.7, -2.3, i, -5.2, -2.3
> COCCNc1nc2c(c(=O)n(Cc3ccc(OC)cc3)c(=O)n2C)n1C
 : 1.2, -0.6, -7.5, -2.7, -4.6, -2.4, i, -3.7, 1.4
> Nc1cc(C(=O)OCC(=O)NCc2ccc(F)cc2)ccc1Cl
 : 0.7, -5.1, -2.5, 0.3, 8.6, -1.9, i, 1.6, 1.1
> CC(Oc1ccc2ccc(=O)oc2c1)C(=O)NC(Cc1c[nH]c2ccc(O)cc12)C(=O)O (stereo not drawn)
 : 1.6, -16.3, 7.8, -3.7, -2.9, -1.7, i, 0.6, 4.7
> CN1CCN(C(c2cccc(C(F)(F)F)c2)c2nnnn2C(C)(C)C)CC1 (stereo not drawn)
 : -1.4, -18.4, -9.0, -9.0, -5.0, -3.7, i, 1.4, 1.4
> Cc1cc(NC(=O)CSc2nnc(-c3ccccc3C)n2C)no1
 : 0.2, 0.6, 10.0, -9.1, 1.3, 0.7, i, -3.1, 0.3
> Cc1ccc(S(=O)(=O)Nc2ccccc2)cc1C(=O)N1CCCC1
 : 0.0, 10.4, -6.9, -5.7, -1.4, -5.6, i, -3.6, -1.4
> Cc1cccc(NC(=S)NCCN2CCOCC2)c1C
 : 0.9, -3.2, 1.0, -7.1, -7.5, -1.4, i, 1.9, -0.6
> CCOC(=O)C1=NNC2(CC(=O)N(c3cc(C)cc(C)c3)C2=O)C1 (stereo not drawn)
 : -1.5, -3.5, -7.2, -4.2, 11.9, -7.8, i, -3.1, -4.4
> CCOC(=O)C1=CN(Cc2cccc(F)c2)S(=O)(=O)NC1c1ccc2ccccc2c1 (stereo not drawn)
 : -0.5, 1.6, 0.0, 23.3, -9.3, 0.2, i, 1.5, -4.9
> CN(CC(=O)NC1CC1)S(=O)(=O)c1ccc(Br)cc1
 : 1.1, 5.6, -6.3, -6.9, -9.0, -9.2, i, -2.2, 2.2
> COc1ccc(-n2c(SCC(=O)NCC3CCCO3)nc3n[nH]c(C)c3c2=N)cc1 (stereo not drawn)
 : 0.7, 6.0, -27.8, -7.3, -7.5, -12.2, i, 1.4, -0.4
> Cn1c2ccccc2c2cc(/C=N/NC(=O)c3ccc(N)cc3)ccc21
 : 2.4, 13.1, 6.1, -2.2, 20.4*, -2.8, ·, 7.8, -1.5
> FC(F)Oc1ccc(NC(=S)NC2CCSc3ccccc32)cc1 (stereo not drawn)
 : 0.1, 5.0, -7.4, 31.1, -9.2, 0.6, i, 2.7, 2.8
> CC1CCCN(C(=O)CNC(=O)c2ccco2)C1 (stereo not drawn)
 : -1.4, -0.3, 5.7, -4.1, -11.5, -9.9, i, -3.1, 0.6
> O=C(CN1C(=O)CC(c2ccco2)Sc2ccccc21)Nc1ccc2c(c1)OCCO2 (stereo not drawn)
 : 1.2, -20.3, -0.2, 12.3, 0.1, 0.7, i, 4.7, 2.6
> Cn1cccc1C(=O)NCc1ccccn1
 : -0.7, -1.3, -8.1, -4.2, -0.2, -6.3, i, -2.5, 3.1
> Cn1c(=O)c2c(-c3ccccc3)n(-c3cc([N+](=O)[O-])ccc3O)cc2n(C)c1=O
 : 2.2, -2.5, -7.2, -4.7, -2.9, -6.3, i, 6.1, 1.9
> COc1cc(NC2c3ccccc3C(=O)N2Cc2ccccc2)cc(OC)c1OC (stereo not drawn)
 : -0.2, 1.5, 2.1, -1.7, 0.1, -2.1, i, 4.6, 1.0
> O=C(OCc1nnc(-c2ccccc2)o1)c1ccc2ccccc2n1
 : 0.0, 13.0, 22.7, -1.3, 8.0, -0.4, i, 4.3, -1.4

Compound profiles, from the list above. Values in the order: MsrA inhibitor | NRP1-CendR mod | SKN-1 inh | FAS TE block | E coli Lon inh | MsrA act | Neddyl block | MT1-MMP act inh | Rin1 Abl inh
CN(CC(=O)NC1CC1)S(=O)(=O)c1ccc(Br)cc1 as listed: 1.1 | 5.6 | -6.3 | -6.9 | -9.0 | -9.2 | i | -2.2 | 2.2
N#Cc1c(NC(=O)CSc2nnc(-c3ccccc3)o2)sc2c1CCCC2 as listed: · | -8.5 | -9.2 | -1.4 | 4.3 | -10.5 | i | -0.8 | -3.0
